CRFR2-BP ag = agonists of human CRF-binding protein/CRF-R2 receptor complex | HEK293 CRF-R2/CRF-BP, calcium dye fluorescence (FLIPR); percent of saturating CRF peptide response | activation, % at 13.2 µM | hit rate 0.46% among 350,000;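 active means activation of at least 50%, plus an integration ratio under a set limit after plate pattern correction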;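 further: plate controls were neutral control wells without compound for no effect and CRF at EC100 for full effect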
M5 PAM = CHRM5 positive allosteric modulation. activation, % at 3 µM. hit rate 0.3% among 360,000. CHO-K1 hM5, Fluo-8 calcium, ACh EC20 PAM; 0% = ACh EC20, 100% = ACh EC100. P08912;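 active means activation above the run cutoff, the mean activation of all test compounds plus 3 SD, cut at about 18% in these data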
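Assay system: CHO-K1 hM5 cells. Also added: acetylcholine at EC20 concentration, added after compound. Dosing: 3 µM, single dose. Times: compound preincubation 140 s before EC20 acetylcholine addition. Signal: Fluo-8 calcium fluorescence. Measure: % activation relative to EC20 and EC100 ACh responses. Repeats: singlicate, one well per test compound.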
CHRM5 agonist = agonists of human muscarinic M5 receptor (CHRM5) | CHO-K1 hM5 cells, Fluo-8 calcium fluorescence; 0% DMSO wells, 100% maximal acetylcholine response | P08912 | AID 624037 | activation, % at 3 µM | hit rate 0.19% among 360,000;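 active means activation above the run's mean over test compounds plus 3 SD, cut at about 23% in these data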;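 further: signal is peak over basal fluorescence ratio across the kinetic read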
CHRM5 antagonist = blocks acetylcholine activation of human M5 receptor; AID 624040; inhibition, % at 3 µM; P08912; hit rate 0.59% among 360,000; CHO-hM5 cells, Fluo-8 calcium fluorescence, ACh EC80;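 active means inhibition above a per-plate cutoff, the mean of that plate's test compounds plus 3 SD, cut at about 27% in these data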;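 further: 0% = acetylcholine EC80 with DMSO and 100% = DMSO without agonist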
CHRM4 antagonist = antagonists of human muscarinic M4 receptor (CHRM4); P08173; AID 624125; hit rate 0.73% among 360,000; inhibition, % at 3 µM; CHO-hM4 cells, ACh EC80, Fluo-8 calcium fluorescence;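 active means inhibition above its plate's cutoff, the mean inhibition of sample wells plus 3 SD, cut at about 27% in these data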;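 further: 0% = acetylcholine EC80 with DMSO and 100% = DMSO without agonist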
CHRM4 PAM = potentiates acetylcholine response at human M4 receptor; CHO-K1 hM4/Gqi5, Fluo-8 calcium fluorescence, ACh EC20; 0% = ACh EC20, 100% = maximal ACh; activation, % at 3 µM; hit rate 0.4% among 360,000; AID 624126;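 active means activation above its plate's cutoff, the mean activation of sample wells plus 3 SD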; further: some results filed as inactive read as strong as hits
CHRM4 agonist = agonists of human muscarinic M4 receptor (CHRM4). hit rate 0.14% among 360,000. P08173. CHO-K1 hM4/Gqi5, Fluo-8 calcium fluorescence; vehicle 0%, full acetylcholine response 100%. activation, % at 3 µM;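 active means activation above the run mean over all test wells plus 3 SD, cut at about 32% in these data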;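 further: peak over basal fluorescence ratio per well then scaled between controls; 0% = DMSO wells and 100% = acetylcholine at EC100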
CHRM1 PAM = positive allosteric modulators of human M1 muscarinic receptor; hit rate 0.088% among 360,000; activation, % at 3 µM; P11229; AID 588819; CHO-K1 hM1, Fluo-8 calcium fluorescence, ACh EC20; 0% = ACh EC20, 100% = maximal ACh; in the data active means activation above about 19%, passing the limit was not always enough
Target sequence (P11229 whole entry, looked up): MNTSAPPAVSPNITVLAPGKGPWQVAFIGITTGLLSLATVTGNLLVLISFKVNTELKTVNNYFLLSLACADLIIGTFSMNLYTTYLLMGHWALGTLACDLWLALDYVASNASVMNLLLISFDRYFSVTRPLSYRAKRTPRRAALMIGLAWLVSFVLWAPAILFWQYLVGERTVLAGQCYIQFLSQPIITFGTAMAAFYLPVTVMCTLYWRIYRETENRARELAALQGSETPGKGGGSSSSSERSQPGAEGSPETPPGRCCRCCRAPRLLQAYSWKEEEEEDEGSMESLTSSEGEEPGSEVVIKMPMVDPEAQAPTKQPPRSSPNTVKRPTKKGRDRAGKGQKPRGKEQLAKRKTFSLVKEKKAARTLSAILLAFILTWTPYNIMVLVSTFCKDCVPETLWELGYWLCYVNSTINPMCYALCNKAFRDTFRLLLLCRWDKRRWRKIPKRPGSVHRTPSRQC
CHRM1 antagonist = antagonists of human M1 muscarinic receptor; inhibition, % at 3 µM; P11229; hit rate 1.3% among 360,000; AID 588852; CHO-K1 hM1, Fluo-8 calcium fluorescence, ACh EC80 antagonist;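 active means percent inhibition above its own plate's cutoff, namely the mean of that plate's compound wells plus 3 SD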;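 further: peak over basal fluorescence ratio during 140 s after agonist addition; 0% = ACh EC80 plus DMSO and 100% = DMSO alone without agonist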
Starred values were filed as active, the others as inactive; . = no result given.

SMILES	CRFR2-BP ag	M5 PAM	CHRM5 agonist	CHRM5 antagonist	CHRM4 antagonist	CHRM4 PAM	CHRM4 agonist	CHRM1 PAM	CHRM1 antagonist
C=C1c2cc(C)c(C)cc2NC(=O)N1c1ccccc1	-0.8	5	2	-14	-4	1	1	4	-8
CC(C)CCn1nnnc1C(c1ccc(N(C)C)cc1)N1CCN(C(=O)c2ccco2)CC1 (centres undefined)	0.3	-14	-6	3	-7	-1	4	0	2
CC(C)(C)NC(=O)CSc1ccc(C(C)(C)C)cc1	-2.7	3	1	-2	-3	4	-1	-1	5
O=C(O)c1ccccc1-c1cccc2nncn12	.	-3	2	-1	-6	1	1	7	-18
Clc1ccccc1-c1nn2c(Cn3cnc4ccccc43)nnc2s1	-2.3	-1	-5	-5	-7	2	4	6	-8
COc1ccc(NC(=O)COC(=O)c2cc([N+](=O)[O-])ccc2N2CCOCC2)cc1	-0.9	-13	-3	18	-17	-1	6	-1	4
CCc1ccc(CCC(=O)Nc2ccc(OC)cc2)o1	-4.1	4	-8	10	-4	-3	0	1	-2
Nc1nonc1OCCc1ccccc1	0.8	1	-1	-2	0	-2	1	7	-4
O=C(CC1SC2=NCCN2C1=O)Nc1ccc(Cl)cc1 (centres undefined)	-0.6	6	0	0	-2	16	2	11	-6
CCC12OC(=N)C(C#N)(C1C)C(C#N)(C#N)C(c1ccccc1)O2 (centres undefined)	4.9	2	0	-4	6	-9	13	-2	4
CCN(CC)S(=O)(=O)c1ccc(NC(=O)COC(=O)c2ccc(Br)o2)cc1	8.6	-3	0	10	-1	-6	8	6	-20
CCOC(=O)N1CCN(C(=O)CCS(=O)(=O)c2cc3c(cc2Cl)NC(=O)CO3)CC1	4.2	0	1	-5	-13	1	2	4	-4
[N-]=[N+]=NC(c1ccccc1)c1nc2ccccc2[nH]c1=O (centres undefined)	8.1	4	4	-5	-13	2	4	15	-15
N#Cc1ccccc1Sc1ccccc1C(=O)OCC(N)=O	2.0	-5	0	7	-3	2	4	8	-5
Cc1cccc(CCN(Cc2cc3cccc(C)c3[nH]c2=O)C(=O)N2CCOCC2)c1	0.5	0	-1	-9	-14	11	4	5	-4
O=C(NC(CSCc1ccccc1)C(=O)N/N=C/c1ccc(O)cc1O)c1ccc([N+](=O)[O-])cc1 (centres undefined)	-0.3	-7	0	-3	-2	5	0	11	-8
Cc1ccn2cc(CSc3ccccc3)nc2c1	-3.7	-1	-6	-9	5	3	1	5	-1
NNC(=O)c1csc(Cc2c(Cl)sc3ccc(Cl)cc23)n1	-1.2	-3	-3	4	0	-1	0	2	-6
Cc1ccc(NC(=O)CC(C)S(=O)(=O)c2ccc3c(c2)NC(=O)CO3)cc1C (centres undefined)	-0.6	-1	-5	-6	-19	-8	11	-6	5
O=c1[nH][nH]c2cc([N+](=O)[O-])ccc12	-0.6	1	7	-7	0	2	0	12	-22
N#C/C(=N/Nc1ccc([N+](=O)[O-])cc1)C(=N)N1CCCCC1	0.3	-2	2	3	0	-11	0	-4	6
O=C(Nc1ccccc1)C1CCCN1C(=O)Nc1ccccc1[N+](=O)[O-] (centres undefined)	-5.1	-1	-1	-6	-8	-5	1	3	-4
Cc1cn(C2CCCCC2)c(=O)n(-c2ccccc2)c1=O	-1.0	10	-1	4	-10	13	0	5	-19
CCN(c1cccc(C)c1)c1nc2ccsc2c(=O)s1	-6.3	-7	-3	2	-4	-13	-2	-4	15
Cc1ccc(Cl)cc1N1C(=O)CC(Sc2ncccn2)C1=O (centres undefined)	-0.6	7	2	0	2	-4	1	7	-5
Cc1cc(C)c2oc(C(=O)NC3CCS(=O)(=O)C3)cc(=O)c2c1 (centres undefined)	0.5	-2	-4	9	-1	3	0	9	-8
O=C(O)c1cccc(COc2ccc(CO)cc2Cl)c1	-0.6	1	0	-6	-6	0	0	5	-8
COC(=O)c1ccccc1NC(=O)Cn1ccnc1	-0.5	8	-7	6	3	-1	1	7	-5
CCc1sc(C(=O)NCc2ccco2)cc1Br	0.4	-3	1	6	4	3	-1	10	-9
COc1ccccc1Oc1cn[nH]c1-c1ccc(OCC(=O)NN)cc1O	1.6	-4	-1	8	8	-9	4	-11	-6
COc1ccc(-c2ccc(NC(=O)c3ccco3)cc2)nn1	.	4	3	2	6	0	2	7	-8
CCOCCCn1c(SCC(=O)Nc2ccccc2)nc2ccccc2c1=O	0.3	-6	2	9	4	-7	2	-2	0
COc1cc(C(=S)N2CCOCC2)ccc1OC(=O)c1ccccc1	1.6	3	-1	6	2	-2	4	-2	-2
COc1cc2c(cc1O)CCN(C(=O)c1ccco1)C2C (centres undefined)	-1.8	4	-2	-10	0	-3	1	1	3
CCc1cc(C(=O)N2CCCC(CNC(=O)c3ccc(-c4ccccc4)cc3)C2)no1 (centres undefined)	-1.1	4	-1	6	-7	-3	1	5	-4
CC(Sc1nnc(N)s1)C(=O)Nc1ccc2c(c1)OCO2 (centres undefined)	-2.0	11	4	2	-17	13	0	13	2
COc1ccc(NC(=O)Cn2nnc3ccccc32)c([N+](=O)[O-])c1	-2.2	8	2	2	5	3	4	12	-10
O=C(CN1C(=O)c2cccc([N+](=O)[O-])c2C1=O)OCC(=O)N1CCCCC1	-1.1	4	6	0	-11	10	1	10	-1
CCOC(=O)c1c(/N=C/C2C(=O)CC(C)(C)CC2=O)sc(C)c1C	1.8	0	-2	-3	-3	3	0	7	-10
Cc1ccc(NC(=O)c2cc(S(=O)(=O)N3CCc4ccccc43)cn2C)cc1	5.3	-1	2	-3	-12	6	-1	5	-7
CC1CCN(CC(=O)NC(=O)NCc2ccccc2)CC1	-0.5	-1	-1	-5	2	4	0	9	-9
COc1ccc(/C=C/C(=O)c2cc(F)ccc2OC(=O)c2ccccc2C)cc1OC	1.1	2	-3	1	8	-6	2	-3	3
O=C(CSc1ccc(-c2cccs2)nn1)Nc1ccccc1F	-8.9	4	2	-9	-13	0	7	7	-10
CCOC(=O)[C@H]1[C@H]2COc3ccc(C)cc3[C@@H]2N2C(=O)c3ccccc3NC(=O)[C@@]12C	0.1	-6	0	10	-9	-2	1	5	-10
CN(C(=O)/C=C/c1ccccc1)C1CCCCC1	-1.1	7	-7	-2	-9	9	-1	16	-17
Cc1cccc(N2CCN(c3cc(C)nc4nnnn34)CC2C)c1 (centres undefined)	-2.7	0	-1	9	-1	3	1	6	-8
CCOc1ccccc1N(CC(=O)NCC1CCCO1)C(=O)CNS(=O)(=O)c1ccccc1 (centres undefined)	3.5	13	4	8	-3	2	0	2	2
Cc1cc(C)c(NC(=O)C2=COCCO2)c(C)c1	1.3	-2	-1	4	7	1	2	-3	6
COc1cc(CCC(=O)OCC(=O)NCc2ccccc2)cc(OC)c1OC	-3.4	10	4	-1	-9	4	4	5	4
Cc1ccc(-c2cc(C(F)F)n3ncc(C(=O)NCc4ccco4)c3n2)cc1	-4.6	0	-6	-8	-10	-1	-1	4	-8
CC1CCCC(C)N1C(=O)CCN1C(=O)C2C3C=CC(C3)C2C1=O (centres undefined)	-0.7	-2	-2	5	6	-1	1	5	-2
Cc1ncc([N+](=O)[O-])n1Cc1cccc(F)c1	1.2	4	-5	8	-2	0	2	3	-4
C[C@H]1CN(S(=O)C(C)(C)C)[C@@H](CCO)/C1=C\CCO (some centres undefined)	0.9	-4	0	9	0	3	0	4	-9
COc1ccc(-c2cc3c(=O)n(CC(=O)NCc4cccnc4)ncn3n2)cc1	0.5	-6	5	0	5	-3	7	-6	1
COc1ccc(CN2CCNC(=O)C2CC(=O)N(C)CCc2cnn(C)c2)c(F)c1 (centres undefined)	8.5	6	0	-17	-5	-2	1	4	-10
N#Cc1c2c(c(Nc3ccc(F)cc3)n3c1nc1ccccc13)CCCC2	2.6	-5	4	11	-4	0	5	10	-6
CCCCN1C(=O)C(=O)N(CC(=O)NC2CCCc3ccccc32)C1=O (centres undefined)	0.3	2	1	-2	8	-1	2	6	-5
O=C(CSc1nnnn1C1CC2CCC1C2)Nc1ccnc2ccccc12 (centres undefined)	-1.6	-16	10	32*	25	-16	15	-16	32*
CCOC(=O)[C@@H]1[C@H]2COc3ccccc3[C@@H]2N2C(=O)N(c3ccc(C(F)(F)F)cc3)C(=O)[C@@]12C	1.5	5	-1	-3	5	7	0	0	-1
